GALR2 blocker: blocks the human galanin receptor 2 | O43603 | GALR2-expressing cells, antagonist mode | inhibition, % at 4 µM | 140,000 tested, 0.39% active; in the data active means inhibition above about 27%;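 further: cells stimulated with galanin 1-16 at roughly its EC80; 0% = agonist challenge control and 100% = basal control without agonist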
Target sequence (O43603 whole entry, looked up): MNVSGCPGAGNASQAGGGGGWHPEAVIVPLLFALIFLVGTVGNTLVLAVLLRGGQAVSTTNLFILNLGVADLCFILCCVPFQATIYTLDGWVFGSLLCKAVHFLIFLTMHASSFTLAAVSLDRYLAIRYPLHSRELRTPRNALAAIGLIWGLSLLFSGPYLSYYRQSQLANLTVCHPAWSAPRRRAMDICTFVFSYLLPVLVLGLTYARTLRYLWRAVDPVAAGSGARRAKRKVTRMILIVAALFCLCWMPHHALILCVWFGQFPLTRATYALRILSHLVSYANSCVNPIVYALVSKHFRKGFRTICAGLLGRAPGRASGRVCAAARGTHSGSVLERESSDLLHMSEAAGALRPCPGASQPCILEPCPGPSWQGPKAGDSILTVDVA
E-sel TNF inh: blocks E-selectin expression induced by TNF alpha. HUVEC TNFa-induced E-selectin immunofluorescence, high content. inhibition, % at 2 µM. 120,000 tested, 0.71% active. AID 1246;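 active means inhibition above the batch mean plus 3 SD, and confirmed as a hit on visual image review, cut at about 43% in these data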;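 further: 0% = TNF-stimulated DMSO wells and 100% = unstimulated control wells; not every result past the cut was called active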
Phagocyt inh: blocks phagocytosis by macrophages; AID 1029; J774A.1 macrophage IgG-bead phagocytosis, imaging; 110,000 tested, 0.07% active; inhibition, % at 5 µM;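 active means inhibition above the mean of the plate negative controls plus 5 SD, cut at about 13% in these data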;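 further: phagocytic index as fraction of beads internalized from green versus red external bead signal; plate controls were DMSO negative control for no effect and cytochalasin-D positive control for full effect; some results beyond the cut were filed as inactive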
bCat KO growth: beta-catenin-lacking colon tumor cell growth suppression. HCT116 beta-catenin knockout viability, CellTiter-Glo, 60 h; stronger effect = lower value. viability, % at 10 µM. 140,000 tested, 1.5% active;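 active means viability at or under a set limit, the compound median less 4 SD, cut at about 6% in these data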;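 further: 0% = Hyamine 1622 control at 20 µM and 100% = untreated cell control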
MRP1 act: MRP-1 activation | 140,000 tested, 0.61% active | AID 799 | viability increase, % at 10 µM | H69AR cells + doxorubicin, viability rescue, CellTiter-Glo;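 active means viability gain under doxorubicin at or above a set limit, the compound median plus 3 SD, cut at about 4.7% in these data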;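 further: MRP-1 overexpressing cells given doxorubicin 25 µM after compound pretreatment; 18-22 h compound pretreatment then 72 h with doxorubicin before readout; 0% = doxorubicin-only wells and 100% = vehicle-treated cells without doxorubicin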
NPY-Y2 antag: blocks the human neuropeptide Y Y2 receptor; 140,000 tested, 0.99% active; NPY-Y2 expressing cells, antagonist mode; inhibition, % at 2.7 µM; P49146; in the data active means inhibition above about 17%;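 further: 0% = vehicle with agonist challenge and 100% = reference antagonist with challenge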
Target sequence (P49146 whole entry, looked up): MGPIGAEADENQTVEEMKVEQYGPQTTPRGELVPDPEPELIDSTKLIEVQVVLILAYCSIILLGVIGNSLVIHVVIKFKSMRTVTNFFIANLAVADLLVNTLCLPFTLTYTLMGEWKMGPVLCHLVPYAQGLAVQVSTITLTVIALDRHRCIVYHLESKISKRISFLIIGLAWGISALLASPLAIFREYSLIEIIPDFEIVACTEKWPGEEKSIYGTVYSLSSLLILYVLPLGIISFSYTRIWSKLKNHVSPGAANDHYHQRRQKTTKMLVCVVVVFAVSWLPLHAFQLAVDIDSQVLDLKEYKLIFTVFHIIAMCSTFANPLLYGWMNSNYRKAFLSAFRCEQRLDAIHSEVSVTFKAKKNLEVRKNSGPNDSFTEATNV
BB579 growth dn: chemicals that inhibit yeast BB579 growth in restrictive medium (lifespan-shortening candidates) | 140,000 tested, 0.51% active | S. cerevisiae BB579 growth, OD615, 48 h | AID 804 | inhibition, % at 10 µM;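 active means inhibition above a set limit, 3 SD over the mean compound inhibition, cut at about 44% in these data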; further: inactives centre near -24
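Material: Saccharomyces cerevisiae DeaD strain BB579, replicative lifespan model yeast; buffer or medium: CSMM-D restrictive synthetic medium containing dextrose (glucose); compound: 10 µM single dose, DMSO 0.25%; timing: 48 h compound exposure at 30 °C after 4 h preincubation; signal: turbidity as optical density at 615 nm; benchmarks: positive control amphotericin B 10 µg/mL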
Yeast lifespan up: extends the lifespan of yeast; inhibition of the nicotinamide effect, % at 10 µM; 130,000 tested, 0.68% active; S. cerevisiae growth with nicotinamide, OD615; deaD strain in restrictive glucose medium;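 active means inhibition above a set limit, placed 3 SD over the median of all compounds, cut at about 26% in these data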;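 further: 0% = nicotinamide-treated wells and 100% = cells grown without nicotinamide; some compounds called inactive have numbers as strong as hits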
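assay system = DeaD-strain S. cerevisiae | measured by = absorbance at 615 nm | probe or stimulus = nicotinamide 1.5 mM | buffer or medium = CSMM-D glucose medium, restrictive | times = 48 h at 30 °C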
Measles CPE: protection of cells from measles virus; 140,000 tested, 1.5% active; Measles virus-infected cells, CPE protection, absorbance; protection (pct of control), % at 4 µM; in the data active means protection mostly above about 24%, no sharp cut-off; inactive means mostly below about 26%; further: some compounds called inactive have numbers as strong as hits
HCT116 PTEN-null: growth suppressors of cells with PTEN tumor suppressor deletion; HCT116 PTEN-null viability, CellTiter-Glo, 60 h; stronger effect = lower value; viability, % at 10 µM; 140,000 tested, 1.2% active;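 active means viability at or below a set limit, 4 SD under the median of all tested compounds, cut at about 3.7% in these data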;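 further: PTEN knockout HCT116 line with beta catenin targeted HCT116 as companion control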
An asterisk follows results filed as active; / = no result given.

entry	structure	GALR2 blocker	E-sel TNF inh	Phagocyt inh	bCat KO growth	MRP1 act	NPY-Y2 antag	BB579 growth dn	Yeast lifespan up	Measles CPE	HCT116 PTEN-null
1	CCCNNC(=O)C(O)(c1cccc(C)c1)c1cccc(C)c1	-16	8	/	88	-0.1	10	-26	12	5	89
2	CC(=O)Oc1ccc(NC(=O)Cc2ccccc2)cc1	8	0	-1	101	-1.1	0	-59	-9	2	101
3	CCc1ccccc1OCc1nc2ccc(S(=O)(=O)N3CCOCC3)cc2[nH]1	-6	33	-2	88	-1.8	3	-45	7	5	90
4	Cc1ccccc1-c1nc(CS(=O)(=O)CC(=O)NCc2ccc3c(c2)OCO3)c(C)o1	2	/	0	87	-0.8	9	-9	4	13	86
5	CCc1ccc(OCC(=O)N/N=C/c2cc([N+](=O)[O-])ccc2N2CCCCCC2)cc1	-4	/	-3	71	2.2	8	-34	-1	12	67
6	Cc1ccc(NC(=S)Nc2c(C)n(C)n(-c3ccccc3)c2=O)cc1	-13	/	-6	95	-2.7	2	-21	1	5	99
7	COc1ccccc1N1CCN(CC(O)COc2cccc3ccccc23)CC1 (centres undefined)	-7	/	/	47	-2.5	6	-33	11	10	49
8	CCc1nc(SCC(=O)c2cc(C)ccc2C)n[nH]1	-11	10	-1	109	0.8	1	-49	-5	10	99
9	CN(c1ccc(F)cc1)S(=O)(=O)c1ccc2[nH]cc(C(=O)O)c(=O)c2c1	-11	-26	-3	98	-1.9	1	-20	-1	23	99
10	N#Cc1nc(COc2ccccc2F)oc1NCCCn1ccnc1	9	/	-1	97	-1.8	2	-24	-1	16	94
11	Cc1[nH]c(=O)[nH]c(=O)c1CSc1nnc([C@H](CC(C)C)NC(=O)OC(C)(C)C)o1	-1	-51	0	96	-0.6	2	-67	-11	5	108
12	CCC(=O)N1CCc2cc(S(=O)(=O)N3CCc4ccccc4C3)ccc21	-11	9	0	100	0.4	-2	-12	-6	28*	103
13	N#Cc1cnn2c1nc(N1CCOCC1)c1ccccc12	-11	/	0	91	-3.9	1	-33	-3	16	84
14	O=C(Oc1ccccc1/C=C\C(=O)c1cc2ccccc2o1)c1cccc(F)c1	6	/	-1	5.9*	-6.3	10	-12	0	16	1.3*
15	O=C(C[n+]1cc(-c2ccccc2)n2c1CCCCC2)c1ccc(Cl)cc1	-4	4	-2	80	-3.2	16	-23	9	11	76
16	O=C(NCc1ccco1)C1CC2CCC1C2 (centres undefined)	-3	-4	-1	109	-0.9	1	-10	-12	2	104
17	Nc1c(C2=NCCO2)nnn1Cc1ccccc1	-4	-24	0	102	-0.6	1	2	-3	41*	104
18	FC(F)(F)c1cccc(N/N=C/c2ccccc2)c1	16	12	-12	85	-1.5	-1	2	-10	2	78
19	O=C1CC(c2ccccc2Cl)CC(O)=C1C=Nc1ccccc1 (centres undefined)	13	/	/	74	-2.4	9	-36	-1	24	83
20	CCOc1cc(/C=N/NC(N)=S)cc(Br)c1OCc1ccccc1C	9	-16	/	11	-1.8	6	-15	-18	21	25

Full records, quoted from the list.
Cc1[nH]c(=O)[nH]c(=O)c1CSc1nnc([C@H](CC(C)C)NC(=O)OC(C)(C)C)o1 is listed as GALR2 blocker: -1; E-sel TNF inh: -51; Phagocyt inh: 0; bCat KO growth: 96; MRP1 act: -0.6; NPY-Y2 antag: 2; BB579 growth dn: -67; Yeast lifespan up: -11; Measles CPE: 5; HCT116 PTEN-null: 108
CCc1ccccc1OCc1nc2ccc(S(=O)(=O)N3CCOCC3)cc2[nH]1 is listed as GALR2 blocker: -6; E-sel TNF inh: 33; Phagocyt inh: -2; bCat KO growth: 88; MRP1 act: -1.8; NPY-Y2 antag: 3; BB579 growth dn: -45; Yeast lifespan up: 7; Measles CPE: 5; HCT116 PTEN-null: 90
Nc1c(C2=NCCO2)nnn1Cc1ccccc1 is listed as GALR2 blocker: -4; E-sel TNF inh: -24; Phagocyt inh: 0; bCat KO growth: 102; MRP1 act: -0.6; NPY-Y2 antag: 1; BB579 growth dn: 2; Yeast lifespan up: -3; Measles CPE: 41*; HCT116 PTEN-null: 104

Further results follow:
entry	structure	GALR2 blocker	E-sel TNF inh	Phagocyt inh	bCat KO growth	MRP1 act	NPY-Y2 antag	BB579 growth dn	Yeast lifespan up	Measles CPE	HCT116 PTEN-null
21	COc1cc(NC(=O)COC(=O)/C=C/c2ccc(Cl)cc2Cl)cc(OC)c1	9	/	3	99	-2.0	4	-39	4	32	101
22	CC(C)CNC(=O)c1ccccc1-c1ccccc1C(=O)O	-6	2	/	91	-1.0	2	-31	-10	10	99
23	N#Cc1nc(-c2ccco2)oc1N1CCN(Cc2ccccc2)CC1	-3	/	-2	75	-1.5	3	-31	24	14	93
24	Cc1ccc(NC(=O)c2ccccc2N(C)S(=O)(=O)c2ccccc2)c(C)c1	-10	0	-1	88	0.6	2	-33	8	7	89
25	O=C1CCCCC(=O)N(c2ccccc2)c2ccccc21	-6	/	-1	74	-3.6	0	-44	-11	6	84
26	O=C(c1cc(-c2ccc(F)cc2)on1)N1CCCC1	3	/	-1	92	-1.1	-1	-25	-8	24	95
27	Cc1ccccc1NC(=O)C(=O)NC(C)CCc1ccccc1 (centres undefined)	2	-8	0	96	-2.8	3	-20	0	5	91
28	CCc1ccc(CN2CC(C(=O)O)CC2=O)cc1 (centres undefined)	9	4	0	93	-0.2	2	-5	-4	2	101
29	CC(C)(C)NC(=O)C(c1ccncc1)N(C(=O)Cn1nnc(-c2cccs2)n1)C1CCCCC1 (centres undefined)	0	-24	-1	93	-0.3	0	-43	-4	4	86
30	CC(=O)C1C(c2ccc(OC(F)F)cc2)NC(=O)NC1(O)C(F)(F)F (centres undefined)	0	12	0	96	-0.8	-1	-21	-4	2	106
31	CC(C)c1nccn1S(=O)(=O)c1cc([N+](=O)[O-])ccc1Cl	5	-21	-5	97	-3.0	2	-38	17	14	88
32	CCCCc1nc2n[nH]c(N)c2c2c1CCC2	2	14	0	111	0.3	2	-40	-11	8	113
33	Cc1ccc(C)c(Sc2ccc(NC(=O)CCl)cc2)c1	2	/	-8	17	-4.5	3	2	-5	6	14
34	O=C(NCc1ccccn1)c1cn(-c2ccccc2)nc1-c1ccc(Cl)cc1	-16	/	-4	77	-3.4	1	-9	-5	12	69
35	O=C1N/C(=C\c2ccc(O)cc2)C(O)=C1C=NCc1ccccc1	6	12	-4	91	-4.8	3	-41	-2	2	97
36	COc1cc2c(cc1NC(=O)COC(=O)[C@@H](NC(=O)c1ccccc1)C(C)C)oc1ccccc12	7	31	-8	62	-1.1	0	-57	-8	4	65
37	CC(Cc1cccs1)NC(=S)Nc1ccc(Cl)c(Cl)c1 (centres undefined)	0	-1	-6	88	-5.1	1	4	-3	8	76
38	O=C(NC1CCCCC1)c1ccccc1NC(=S)NC(=O)C1CCC1	-12	15	-3	76	-1.3	2	-24	1	11	90
39	CCOc1ccc(N2C(=O)CC(N(CCc3ccc(OC)cc3)C(=O)c3cccc(F)c3)C2=O)cc1 (centres undefined)	-1	/	-17	89	0.4	-1	-17	-3	22	94
40	CCCC(=O)NC(c1ccco1)c1cc(Cl)c2cccnc2c1O (centres undefined)	-1	-45	1	6.0*	-4.7	4	-24	-5	5	7

Next entries
The line under a structure holds: GALR2 blocker, E-sel TNF inh, Phagocyt inh, bCat KO growth, MRP1 act, NPY-Y2 antag, BB579 growth dn, Yeast lifespan up, Measles CPE, HCT116 PTEN-null
#41 COc1cc(OC)cc(C(=O)N2CCN(c3ncccn3)CC2)c1
    2, /, 0, 117, -1.0, 3, -3, -4, 0, 92
#42 Cc1ccc(NS(=O)(=O)c2cc(C(=O)Nc3cccc([N+](=O)[O-])c3)ccc2C)cc1
    -16, /, -5, 16, -3.9, 1, -17, 1, 7, 11
#43 CCN1C(=O)C2(C(C(=O)c3ccc(C)o3)=C(O)C(=O)N2CCCN2CCOCC2)c2ccccc21 (centres undefined)
    7, -17, 0, 95, -1.0, -1, -14, -8, 20, 86
#44 CCCCn1c(N)c(NCCC(C)C)c(=O)[nH]c1=O
    5, /, -12, 92, -2.8, 4, -6, 2, 12, 83
#45 CC(C)CC(=O)N[C@H](C(=O)N[C@H](C(=O)N[C@@H](CC(C)C)[C@@H](O)CC(=O)N[C@@H](C)C(=O)N[C@@H](CC(C)C)[C@@H](O)CC(=O)O)C(C)C)C(C)C
    4, /, /, 90, -0.9, -1, -29, 3, 17, 97
#46 Cn1c(=O)c2cc(S(=O)(=O)NC(C(=O)NC3CCCCC3)c3ccccc3)ccc2n(C)c1=O (centres undefined)
    -8, 12, 0, 83, -1.1, 2, 2, 5, 5, 96
#47 Cc1ccc(C(=O)NNC(=O)c2cc(OCC(F)(F)F)ccc2OCC(F)(F)F)cc1
    -10, -11, -1, 92, -1.9, 9, -48, -25, 7, 87
#48 COc1cccc(-n2nc(-c3ccnn3-c3ccc(F)cc3)c(=O)n(C)c2=O)c1
    -1, 15, -1, 91, -2.2, 1, -25, -5, 7, 84
#49 Cn1c(C(=O)NC2CCCCCC2)cc2c(=O)n(C)c3ccccc3c21
    0, -9, 0, 61, -0.2, 1, -73, -13, 8, 54
#50 O=C(CCl)Nc1cccn2ncnc12
    -1, 5, -2, 29, -6.2, 2, 4, -3, 7, 36
#51 Cc1ccccc1Cn1nnc(-c2cccc(C(=O)O)c2)n1
    -3, -17, -1, 100, -0.1, 2, -19, -1, 4, 98
#52 Cc1ccc(CNC(=O)CN2CCN(Cc3ccc(Cl)cc3)C2=O)cc1
    9, 33, 1, 101, 2.5, 1, -29, -8, 1, 112
#53 COC(=O)c1ccc(-c2ccc(/C=N/N3C(=O)C4C5C=CC(C6CC56)C4C3=O)o2)cc1 (centres undefined)
    1, /, 0, 95, 2.4, 3, -63, -2, 7, 87
#54 CO/N=C(\c1nonc1N)N1CCN(c2ccc(Cl)cc2[N+](=O)[O-])CC1
    -7, -30, /, 74, 0.0, 13, -48, -13, 10, 69
#55 CC(=O)n1cc(C2C(=O)CCCC2=O)c2ccccc21
    8, -14, 0, 89, -2.6, 1, -11, -15, 8, 92
#56 COc1ccc(NC(=O)c2ccccc2NC(=O)NC2CCCCC2)cc1
    10, 0, -2, 78, -1.1, -1, -31, -17, 15, 73
#57 O=C1NCC(c2ccccc2)C1C(=O)N/N=C\c1ccc(-c2ccc(Cl)c(Cl)c2)o1 (centres undefined)
    -2, 4, -1, 86, 0.3, -2, -33, -15, 13, 81

High-throughput results from PubChem.
